Assay outcomes: PubChem, NMMLSC
RGS7-Gao: RGS7-Galphao binding modulators, primary screen, biochemical, multiplexed bead flow cytometry. actives lie on both sides. binding response (% of control), % at 10 µM. 220,000 tested, 0.35% active; in the data active = binding response below about 49% or above about 150%; inconclusive = no clear call, values can overlap the other calls; inactive = in between;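 note: fluorescent Galphao held in activated GDP-AlF4 state binding bead-coupled RGS7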
Target sequence (P09471 whole entry, looked up): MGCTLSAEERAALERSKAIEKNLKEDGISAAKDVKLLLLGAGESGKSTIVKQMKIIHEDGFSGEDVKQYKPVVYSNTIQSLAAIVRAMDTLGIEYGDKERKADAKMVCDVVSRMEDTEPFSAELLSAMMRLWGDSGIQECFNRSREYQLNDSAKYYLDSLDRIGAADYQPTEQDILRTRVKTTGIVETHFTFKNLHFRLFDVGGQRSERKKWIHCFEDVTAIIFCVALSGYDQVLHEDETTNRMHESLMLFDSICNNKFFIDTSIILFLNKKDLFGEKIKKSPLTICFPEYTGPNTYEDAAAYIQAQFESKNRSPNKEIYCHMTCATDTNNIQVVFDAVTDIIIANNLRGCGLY
Bim-Bcl-2: inhibitors of Bim-Bcl-2 binding, primary screen, biochemical, multiplexed, human Bcl-2 family; inhibition, % at 10 µM; AID 950, 2007; 190,000 tested, 0.06% active; Bead-based flow cytometry, Bim peptide-Bcl-2 binding; Apoptosis regulator Bcl-2 (Homo sapiens), P10415; in the data active = inhibition above about 40%; inconclusive = no clear call, values can overlap the other calls;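 note: 0% = no compound wells with probe peptide and 100% = reference peptide inhibitor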
RGS8-Gao: RGS8-Galphao binding modulators, primary screen, biochemical, multiplexed bead flow cytometry; actives lie on both sides; AID 1423, 2008; 220,000 tested, 0.34% active; response (percent of control binding), % at 10 µM; in the data active = response below about 60% or above about 140%; inactive = in between;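 note: Galphao activated as the GDP aluminium fluoride complex binding bead-coupled RGS8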
Bfl-1 Bim block: inhibitors of Bim binding to Bfl-1, primary screen, biochemical, multiplexed, bead-based flow cytometry | inhibition, % at 10 µM | 190,000 tested, 0.12% active | Bim-Bfl-1 binding inhibition | AID 1008, 2008 | Bcl-2-related protein A1 (Homo sapiens), Q16548;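 note: 0% = wells without compound plus tracer and 100% = blocker peptide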
Bcl-B Bim block: inhibitors of Bim-Bcl-B binding, primary screen, biochemical, multiplexed, human Bcl-2 family. bead-based flow cytometry, Bim peptide-Bcl-B binding. 190,000 tested, 0.073% active. Bcl-2-like protein 10 (Homo sapiens), Q9HD36. inhibition, % at 10 µM;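 note: 0% = tracer peptide without compound and 100% = reference inhibitor peptide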
Target sequence (Q9HD36 whole entry, looked up): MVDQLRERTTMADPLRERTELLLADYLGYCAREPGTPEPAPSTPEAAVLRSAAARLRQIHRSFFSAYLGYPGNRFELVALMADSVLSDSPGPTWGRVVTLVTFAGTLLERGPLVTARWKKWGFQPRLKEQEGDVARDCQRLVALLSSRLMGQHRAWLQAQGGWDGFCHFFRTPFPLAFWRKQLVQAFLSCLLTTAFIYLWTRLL
Bim-Bcl-XL: inhibitors of Bim-Bcl-XL binding, primary screen, biochemical, multiplexed, bead flow cytometry, human Bcl-XL. AID 1007, 2008. Bim peptide-Bcl-XL binding, fluorescence. inhibition, % at 10 µM. 190,000 tested, 0.04% active. Bcl-2-like protein 1 (Homo sapiens), Q07817
Target sequence (Q07817 whole entry, looked up): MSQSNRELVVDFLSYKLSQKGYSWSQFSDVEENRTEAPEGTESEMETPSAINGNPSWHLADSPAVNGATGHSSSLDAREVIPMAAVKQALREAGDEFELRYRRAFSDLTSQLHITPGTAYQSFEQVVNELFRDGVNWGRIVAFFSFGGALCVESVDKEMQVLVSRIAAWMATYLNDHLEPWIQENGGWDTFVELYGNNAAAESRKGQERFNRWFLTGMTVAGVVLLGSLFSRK
Bim-Bcl-W: inhibitors of Bim binding to Bcl-W, primary screen, biochemical, multiplexed, bead-based flow cytometry; Bim peptide-Bcl-W binding; Bcl-2-like protein 2 (Homo sapiens), Q92843; inhibition, % at 10 µM; 190,000 tested, 0.02% active;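 note: 0% = bound tracer without compound and 100% = peptide blocker; higher means less fluorescent Bim peptide bound to Bcl-W beads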
Target sequence (Q92843 whole entry, looked up): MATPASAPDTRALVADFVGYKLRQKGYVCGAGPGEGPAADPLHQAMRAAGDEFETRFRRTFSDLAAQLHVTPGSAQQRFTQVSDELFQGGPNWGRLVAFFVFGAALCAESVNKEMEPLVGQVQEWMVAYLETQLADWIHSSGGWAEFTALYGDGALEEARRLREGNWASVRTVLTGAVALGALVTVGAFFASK
ABCG2 block: ABCG2 efflux pump inhibitors, primary screen, multiplex with ABCB1, IgMXP3 cells, flow cytometry; Broad substrate specificity ATP-binding cassette transporter ABCG2 (Homo sapiens), Q9UNQ0; JC-1 efflux; inhibition, % at 6.6 µM; 190,000 tested, 0.1% active; AID 1325, 2008;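 active = inhibition above 80%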;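 note: 0% = DMSO and 100% = nicardipine control wells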
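test system = two drug-resistant human cell lines, ABCG2 and ABCB1 | amount = 3 million cells/mL final, two lines in 1:1 ratio | reagent = JC-1 transporter substrate | doses = one concentration, 6.6 µM final | incubation = 10 min at 25 °C | signal = flow cytometric JC-1 green MFI at 530 nm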
GSH fluor: compound fluorescence on glutathione beads, profiling panel, artefact control, biophysical, 488/530 nm, flow cytometry | 190,000 tested, 0.25% active | fluorescence (KMESF) at 10 µM | GSH beads flow cytometry, compound fluorescence 488/530 nm; active compounds read high; in the data active = fluorescence above about 89;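 note: glutathione beads carrying GST-tagged Bcl family fusion proteins plus one bare bead set; values are compound well signal with DMSO vehicle wells as background; inactives centre near 16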
ABCB1 inh: ABCB1 efflux pump inhibitors, primary screen, cell-based, multiplex, flow cytometry, ABCG2 counter-screen; ATP-dependent translocase ABCB1 (Homo sapiens), P08183; CCRF-Adr cells, JC-1 efflux; inhibition, % at 6.6 µM; 190,000 tested, 0.067% active; AID 1326, 2008; in the data active = inhibition above about 40%;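 note: 0% = vehicle and 100% = reference inhibitor; higher value means more JC-1 retained so stronger ABCB1 efflux block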
RGS4-Gao reg: modulators of RGS4 binding to Galphao, primary screen, biochemical, multiplexed bead flow cytometry; Guanine nucleotide-binding protein G(o) subunit alpha (Homo sapiens), P09471; actives lie on both sides; binding response (% of control), % at 10 µM; 220,000 tested, 0.33% active; in the data active = binding response below about 49% or above about 150%; inactive = in between;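 note: fluorescent Galphao activated with aluminum fluoride binding bead-coupled RGS4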
The depositor's hits bear a star; ? = inconclusive; nt = no result given. Cut-off read from the data, not from the text of the source, unless noted: active = inhibition above about 40%.

mol	Bim-Bcl-W	Bim-Bcl-XL	RGS7-Gao	GSH fluor	Bfl-1 Bim block	Bcl-B Bim block	ABCG2 block	RGS4-Gao reg	ABCB1 inh	Bim-Bcl-2	RGS8-Gao
Cc1nc(SCC(=O)Nc2ccccn2)n[nH]1	-5	-4	113	22	-5	-4	0	105	0.2	-2	101
COc1ccc(-c2noc(CCCC(=O)NCCc3ccccc3)n2)cc1OC	1	-3	102	10	-8	-8	12	100	1.2	-3	100
O=C(NCc1cccs1)C1CCCN(S(=O)(=O)c2ccc3c(c2)OCO3)C1 (stereo not drawn)	0	-5	96	16	-12	-7	4	98	1.0	-10	100
N/C(=N\OC(=O)Cc1ccccc1)c1ccc([N+](=O)[O-])cc1	-5	-10	103	13	-2	-8	3	103	nt	-4	106
Clc1ccccc1Cn1nnc(-c2cccs2)n1	-1	-9	86	28	-10	-7	1	93	0.2	-4	92
CCCC(=O)Nc1ccc(C(=O)Nc2cc(C(F)(F)F)ccc2Cl)cc1	0	-3	95	27	-1	-1	7	97	-0.1	-2	100
CCOc1cc(C2C(C(=O)OCC(C)C)=C(C)N=C3SCCC(=O)N32)ccc1OC(C)=O (stereo not drawn)	1	0	102	15	-7	-2	1	99	0.8	-4	102
COC(=O)NC1CSCC1OC(=O)c1ccc(Br)cc1 (stereo not drawn)	-3	-7	104	21	-17	-8	2	102	-0.2	-7	102
CCCN1CCN(C(c2cc3cc(OCC)ccc3[nH]c2=O)c2nnnn2C2CCCCC2)CC1 (stereo not drawn)	-1	0	108	29	4	2	0	103	0.3	0	103
N#Cc1ccc(C(=O)N/N=C/c2cn(CC(=O)O)c3ccccc23)c(F)c1	3	3	100	20	-2	0	0	103	-0.1	-1	97
COc1cc(/C=C/C(=O)NCC(=O)N2CCC(N(C)CCN3CCOCC3)CC2)ccc1OC(C)C	2	0	98	23	-3	-2	-2	99	-0.3	-1	100
COc1ccccc1NC(=S)N/N=C/c1cccc(C)c1	-4	-7	98	9	-5	-9	2	97	0.4	-5	99
CCOc1ccc2[nH]c(=O)c(CN(CCO)C(=O)c3ccc(F)cc3)cc2c1	-2	-2	101	12	-1	2	1	99	0.1	-2	97
Cc1nc2cc(C(=O)O)ccc2n1-c1ccccc1	-5	-12	102	14	-11	-9	9	102	0.7	-12	102
CC1(C)C(CO)=CC(=O)C2=C1SCC(=O)N2	0	-2	105	17	-2	-4	-2	103	0.5	0	108
CN1C(=O)CC(c2ccco2)Sc2ccccc21 (stereo not drawn)	1	-6	100	10	-11	-9	3	102	1.1	-12	101
CCOC(=O)c1c[nH]c2c(C)cc(C)cc2c1=O	4	-3	102	9	-11	-4	1	104	0.2	-4	105
CCC1CCCCN1C/C=C/c1ccccc1[N+](=O)[O-] (stereo not drawn)	-2	-1	100	26	-2	-2	6	98	2.1	-3	106
COc1ccc(NC2=C3CCCC=C3N(c3ccc(OC)cc3)C2=O)cc1	2	0	99	12	4	3	33	101	-0.9	6	99
Cc1nonc1OCCN1CCN(c2ccccc2[N+](=O)[O-])CC1	-2	-2	96	14	-4	-2	0	85	0.0	-2	88
CSc1nn2c(C)c(C)c(C)nc2c1C#N	6	1	106	18	0	12	5	103	0.9	3	105
COc1cccc(CC(NC(C)=O)C(=O)NC2CCN(c3ncccc3[N+](=O)[O-])CC2)c1 (stereo not drawn)	-5	-4	101	12	-14	-3	1	104	0.4	-3	105
CCOC(=O)c1cc(C(=O)NCc2ccc(Cl)cc2Cl)nn1C	-2	-3	89	7	-2	-4	9	90	1.5	-2	104
O=C(Nc1ccc(-n2cnnn2)cc1)C(c1ccccc1)c1ccccc1	0	0	102	12	-4	0	2	101	0.5	0	100
COc1cccc(NC(=O)C(OC(=O)c2ccccc2NS(=O)(=O)c2cccs2)c2ccccc2)c1 (stereo not drawn)	-5	-7	102	15	-8	-5	3	100	9.7	-6	99
CCc1nnc(NS(=O)(=O)c2ccc(NC(=S)NC(=O)/C=C/c3cccs3)cc2)s1	-4	-10	101	16	1	-1	-2	104	-1.0	-4	101
O=C(N/N=C\c1ccc(Oc2ccccc2)cc1)c1csnn1	-2	-4	104	10	-11	-12	2	101	0.0	-4	103
CCOC(=O)c1cc2c(=O)n3ccccc3nc2n(CC(C)C)c1=NC(=O)c1c(-c2c(F)cccc2Cl)noc1C	1	5	93	11	2	-15	0	93	0.0	7	96
Cc1ccc(S(=O)(=O)N2CCC(=O)N(CCOCc3ccccc3)CC2)cc1	-3	-3	102	18	-1	0	4	98	1.8	0	98
O=C(CSc1nn(-c2ccccc2)c(=S)s1)NC(=O)NCc1ccco1	-2	-14	96	27	-12	-7	3	97	0.2	-10	100
O=C(CC1SC(=Nc2ccccc2)N(CCc2c[nH]c3ccccc23)C1=O)Nc1ccccc1F (stereo not drawn)	2	-3	108	4	0	-17	-1	101	-0.4	-1	103
O=C(Nc1nc2ccccc2s1)C1CCCN1S(=O)(=O)c1ccc(Cl)cc1 (stereo not drawn)	-2	-5	103	13	-10	-6	5	96	0.8	-8	98
CN1/C(=C\C(=O)Nc2cccc(Cl)c2)C(C)(C)c2ccccc21	-4	-10	98	11	-7	-9	2	92	0.2	-4	97
CC(=O)Nc1ccc(SCC(=O)OCC(=O)NC(=O)NCc2ccco2)cc1	-3	-1	109	4	-2	0	-1	107	-0.3	-3	102
COc1ccc(/C=C2\SC(=S)N(N3C(=O)CCC3=O)C2=O)cc1O	-1	-2	106	14	-1	-10	-1	110	-0.7	-4	105
Cc1c(Cl)cccc1NC(=S)N(C)CCC#N	0	0	101	7	-2	-5	0	99	-0.3	-3	103
Cc1ccc(C(=O)NC(=C(Cl)Cl)S(=O)(=O)c2ccccc2)cc1	-2	-5	101	9	7	-2	-3	103	nt	2	104
Cn1cccc1-c1nc2ccc(NC(=O)c3ccco3)cc2[nH]1	1	-3	96	18	0	0	3	96	0.6	0	96
CC(C)(C)N1CC(c2nc3ccccc3n2Cc2ccccc2)CC1=O (stereo not drawn)	1	-4	101	11	-10	-10	4	98	0.8	-15	101
CCOc1cccc(NC(=O)Cc2cccs2)c1	2	-5	104	47	-10	-4	4	103	0.9	-6	104
Cc1ccc(-c2nc(-c3ccccn3)no2)cc1Cl	-4	-6	99	23	-20	-9	55	100	1.9	-11	99
CCN(CC)S(=O)(=O)c1cc(NC(=O)c2ccc(Br)s2)ccc1C	1	-1	103	13	-4	2	9	104	-0.2	2	103
OCCOCCOc1cccc2[nH]ccc12	-3	-1	106	12	-6	-5	5	99	0.6	-4	100
CCCCNC(=O)C1c2cc(OC)c(OC)cc2C(=O)N(C)C1c1cccs1 (stereo not drawn)	-2	0	102	12	5	-1	1	105	0.0	-3	101
O=C(CCC(=O)OCC(F)(F)C(F)F)Nc1ccc(Cl)cc1	-1	-3	100	10	-1	1	0	99	0.2	-2	97
COC(C(=O)Nc1ccc(S(=O)(=O)N2CCCCC2)cc1)c1ccccc1 (stereo not drawn)	1	2	90	25	1	3	33	91	3.4	-8	91
N/C(=N\OC(=O)Cc1ccccc1[N+](=O)[O-])c1ccc(Br)cc1	-1	-2	91	20	-4	-4	4	98	0.3	-3	100
COc1cccc(/C=N/Nc2cc(C)nc(-c3ccccc3O)n2)c1O	2	0	97	9	8	4	-1	96	-0.5	-2	98
CN(C)C(CNC(=O)CSc1nnc(-c2ccco2)o1)c1ccccc1 (stereo not drawn)	-3	0	99	16	-5	-1	1	100	0.3	0	102
COC(=O)c1cc(CNC(=O)c2ccc(O)c(Cl)c2)ccc1OC	1	0	108	10	-5	-3	4	112	-0.1	-4	117
COc1ccccc1C(=O)Nc1ccc(S(=O)(=O)NC2=NCCCCC2)cc1	2	-2	102	13	2	0	10	99	0.8	1	99
CC(NC(=O)COc1ccccc1)C(=O)OCC(=O)c1cc2ccccc2o1 (stereo not drawn)	4	-1	104	14	-4	-5	0	103	0.1	-6	99
O=C(Nc1ccc2c(c1)OCCO2)C1CCN(C(=O)c2ccc(Cl)cc2)CC1	0	-3	99	7	1	-3	0	97	0.5	1	97
COc1ccc(-n2c(CN3CCC(C)CC3)nc3ccc([N+](=O)[O-])cc3c2=O)c(OC)c1	-1	-5	?	18	-4	-3	4	98	0.9	-3	93
Cc1ccc(CC(=O)OCCNC(=O)c2cccnc2)cc1	12	1	121	28	10	11	4	120	0.4	10	107
Cc1[nH]c(=S)c(C#N)c(C)c1C(=O)Nc1ccccc1	3	-3	98	19	13	-19	0	98	-0.5	0	90
O=C(c1ccccc1Oc1ccc(C(F)(F)F)cc1[N+](=O)[O-])N1CCOCC1	-2	-7	107	14	-1	-11	4	106	0.8	-15	106
Brc1ccc(-c2csc(/N=C/N3CCCC3)n2)cc1	0	-1	?	13	-3	-5	15	102	1.2	0	102
CCC(C(=O)OCn1nnc2ccccc2c1=O)c1ccccc1 (stereo not drawn)	0	0	103	13	-3	-2	1	106	0.5	-4	102
CNC(=S)Nc1ccc(C(N)=O)cc1	1	0	96	26	-4	0	2	101	-0.1	1	102

Additional results.
mol	Bim-Bcl-W	Bim-Bcl-XL	RGS7-Gao	GSH fluor	Bfl-1 Bim block	Bcl-B Bim block	ABCG2 block	RGS4-Gao reg	ABCB1 inh	Bim-Bcl-2	RGS8-Gao
COc1ccccc1NC(=O)CSc1nnc(Cc2cccn2C)n1CCc1ccccc1	3	11	96	53	-13	-6	12	97	3.0	-6	101
COc1ccc(-c2csc3nc[nH]c(=O)c23)cc1	-2	0	116	10	-10	-7	2	108	0.2	-4	115
NC(=O)CN(N=Nc1cccc([N+](=O)[O-])c1)c1cccc([N+](=O)[O-])c1	-3	-3	?	15	-7	-3	22	102	1.3	-4	101
Cc1ccc2c(c1)C(c1ccncc1)=NNC(c1ccc(C(C)C)cc1)=N2	-7	-7	96	13	-3	-6	10	100	-5.3	-3	99
COc1ccc(-c2noc(-c3ccc4c(c3)OCO4)n2)cc1	0	-10	105	23	-18	-8	9	105	0.6	-13	103
CCOC(=O)Nc1ccc(=O)n(Cc2c(Cl)cccc2Cl)c1	-2	-11	97	37	-11	-12	0	98	0.8	-9	99
